USP30 block = human USP30 deubiquitinase inhibition; Q70CQ3; inhibition, % at 25 µM; hit rate 5.3% among 47,000; purified USP30, Ub-rhodamine cleavage fluorescence
USP17 inh = inhibitors of human USP17 deubiquitinase. A8MUK1. purified USP17, Ub-rhodamine cleavage fluorescence, 3 h. inhibition, % at 50 µM. hit rate 6.5% among 47,000. AID 1645855
USP8 block = blocks human USP8 ubiquitin-rhodamine cleavage | P40818 | purified USP8, Ub-rhodamine cleavage fluorescence, 30 min | inhibition, % at 20 µM | hit rate 4.2% among 47,000
USP28 inh = inhibitors of human USP28 deubiquitinase. Q96RU2. purified USP28, Ub-rhodamine cleavage fluorescence, 30 min. inhibition, % at 25 µM. hit rate 3% among 47,000. AID 1645857
USP10 inh = human USP10 deubiquitinase inhibition; Q14694; purified USP10, Ub-rhodamine fluorescence, 60 min; inhibition, % at 20 µM; hit rate 1.1% among 47,000; AID 1645856
OTUD3 inh = blocks human OTUD3 ubiquitin-rhodamine cleavage; Q5T2D3; purified OTUD3, Ub-rhodamine fluorescence, 2 h; inhibition, % at 25 µM; hit rate 0.7% among 47,000; AID 1645858
Target sequence (Q5T2D3 whole entry, looked up): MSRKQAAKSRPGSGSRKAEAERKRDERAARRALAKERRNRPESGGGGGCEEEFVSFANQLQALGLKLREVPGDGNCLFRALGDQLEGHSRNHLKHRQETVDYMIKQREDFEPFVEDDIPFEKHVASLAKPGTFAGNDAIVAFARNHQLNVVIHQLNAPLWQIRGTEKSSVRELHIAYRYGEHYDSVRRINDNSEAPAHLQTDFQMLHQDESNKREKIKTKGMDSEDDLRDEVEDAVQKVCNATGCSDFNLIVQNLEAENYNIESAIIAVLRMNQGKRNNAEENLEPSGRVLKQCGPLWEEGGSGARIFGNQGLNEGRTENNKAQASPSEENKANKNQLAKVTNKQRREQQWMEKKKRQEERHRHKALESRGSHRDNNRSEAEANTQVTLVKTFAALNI
USP7 inh = blocks human USP7 ubiquitin-rhodamine cleavage | Q93009 | purified USP7, Ub-rhodamine cleavage fluorescence | inhibition, % at 20 µM | hit rate 0.3% among 47,000 | AID 1645854
UCHL1 inh = inhibitors of human UCHL1 deubiquitinase. hit rate 0.2% among 47,000. inhibition, % at 20 µM. P09936. purified UCHL1, Ub-rhodamine cleavage fluorescence
Target sequence (P09936 whole entry, looked up): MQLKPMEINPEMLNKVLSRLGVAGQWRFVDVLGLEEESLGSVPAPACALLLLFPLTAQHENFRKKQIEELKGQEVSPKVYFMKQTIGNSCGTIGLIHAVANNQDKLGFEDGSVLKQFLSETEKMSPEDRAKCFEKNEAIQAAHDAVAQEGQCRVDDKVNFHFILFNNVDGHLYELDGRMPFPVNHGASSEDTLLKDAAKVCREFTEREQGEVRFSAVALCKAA
An asterisk follows results filed as active; i = inactive; . = not tested or not shown. Rule as the data show it: active = inhibition above about 30%; inactive = the rest.

USP30 block	USP17 inh	USP8 block	USP28 inh	USP10 inh	OTUD3 inh	USP7 inh	molecule	UCHL1 inh
30*	1	-35	5	-1	9	6	Cc1nc(-c2noc3ccc(C(=O)N4CCCC4)cc23)co1	0
20	-12	-60	20	3	9	5	O=C(c1cscn1)N1CC2(CCN(CCCc3ccccc3)CC2)C1	2
-10	4	5	4	1	0	-1	COc1ccccc1-n1cc(-c2ccc(C)cc2)nc1S(=O)(=O)CC(=O)Nc1ccc(F)cc1	8
21	0	6	4	2	9	4	O=C(COC(=O)c1ccc2c(=O)n3c(nc2c1)CCCCC3)NC12CC3CC(CC(C3)C1)C2	0
3	-1	4	0	0	2	-1	CS(=O)(=O)N1C[C@H](Oc2ccccn2)[C@H]2C[C@@H]1CC[C@H]2N1CCOCC1	-1
-7	5	-38	-3	-2	-2	-4	O=C(c1ccc(O)cc1)N1C[C@@H]2OCCN(c3cnccn3)[C@@H]2C1	-2
-23	-3	3	-10	-1	-4	0	O=C(Cn1c(=O)oc2cccnc21)Nc1ccc(C(F)(F)F)cc1	0
-3	-5	0	-3	6	-2	-2	CCCC(=O)N1c2ncnn2C(c2ccc(C)cc2)CC1c1ccc(OC)cc1 (stereo not drawn)	0
15	26	1	8	-1	10	1	COc1ccc(CCNC(=O)Cn2c(=O)c3sccc3n(Cc3cccc(Cl)c3)c2=O)cc1OC	1
-22	-19	-12	-13	-2	-13	-34	CCCN(CC(=O)Nc1ccccc1OC)C(=O)/C=C/c1ccc(F)cc1	-3
-7	-13	9	-5	-10	-2	-8	O=C(/C=C/c1cn(-c2ccccc2)nc1-c1cc2ccccc2o1)NCc1ccccc1F	-11
20	11	10	8	1	3	5	Cc1onc(-c2ccccc2)c1C(=O)Nc1ccc(CC(=O)O)cc1	0
0	-6	2	3	-3	5	0	O=C(N[C@@H]1C[C@@H](Oc2cccc(F)c2)[C@H](O)[C@H]1N1CCCC1)c1cnco1	0
0	-13	-2	-1	2	-6	-1	Cc1cc2c(cc1S(=O)(=O)N1CCN(Cc3ccccc3)CC1)OCC(=O)N2	-3
-87	-26	-21	-12	-4	-20	-3	O=C1[C@@H]2Cc3c([nH]c4ccccc34)C(CCc3ccccc3)N2C(=O)CN1C1CC1 (stereo partly drawn)	0
-63	17	-135	15	-11	-17	-22	Cc1cc2ccccc2n1CCNS(=O)(=O)c1ccc([N+](=O)[O-])cc1	-19
-1	-2	1	-6	4	3	3	Cc1nc(-c2ncc[nH]2)cc(C2CCN(C(=O)c3scnc3C)CC2)n1	-4
-11	-6	4	0	-3	0	5	CC(c1ccccc1)N1CNc2c(c(=O)[nH]c(=O)n2Cc2cccnc2)C1 (stereo not drawn)	1
-9	-3	-4	-10	0	-3	3	Cc1c(C(=O)N2CC(c3nc4ccccc4[nH]3)C2)cnn1-c1ccccc1	0
-41	3	4	3	-4	1	-5	Cc1nc(-c2cncc(Br)c2)cc(N2CCCCC2)n1	-1
-114	-32	-40	-27	-1	-16	-12	Clc1ccccc1-c1nc2nc3ccccc3nc2n1CC1CCCO1 (stereo not drawn)	-9
-4	-11	-89	13	-4	-8	-92	NCCC(=O)N1CCC2(CC1)OC(=O)N(Cc1ccccc1)c1ccccc12	0
-357	-107	-44	-117	-7	-71	-7	CNC(=O)CN1CC2(CCN(c3ncc(F)cn3)CC2)COc2ccccc2S1(=O)=O	-10
7	7	-59	5	20	-2	-80	CCCOc1ccc(C(F)(F)F)cc1NS(=O)(=O)c1ccc([N+](=O)[O-])cc1	1
-12	-1	7	-7	0	1	11	COc1cccc(NC(=O)C(Sc2nnc(-c3ccccc3OC)n2C)c2ccccc2)c1 (stereo not drawn)	9

A second format for 16 compounds above:
canonical_smiles	USP30 block	USP17 inh	USP8 block	USP28 inh	USP10 inh	OTUD3 inh	USP7 inh	UCHL1 inh
O=C(c1cscn1)N1CC2(CCN(CCCc3ccccc3)CC2)C1	20	-12	-60	20	3	9	5	2
COc1ccccc1-n1cc(-c2ccc(C)cc2)nc1S(=O)(=O)CC(=O)Nc1ccc(F)cc1	-10	4	5	4	1	0	-1	8
O=C(COC(=O)c1ccc2c(=O)n3c(nc2c1)CCCCC3)NC12CC3CC(CC(C3)C1)C2	21	0	6	4	2	9	4	0
CS(=O)(=O)N1C[C@H](Oc2ccccn2)[C@H]2C[C@@H]1CC[C@H]2N1CCOCC1	3	-1	4	0	0	2	-1	-1
O=C(c1ccc(O)cc1)N1C[C@@H]2OCCN(c3cnccn3)[C@@H]2C1	-7	5	-38	-3	-2	-2	-4	-2
O=C(Cn1c(=O)oc2cccnc21)Nc1ccc(C(F)(F)F)cc1	-23	-3	3	-10	-1	-4	0	0
CCCC(=O)N1c2ncnn2C(c2ccc(C)cc2)CC1c1ccc(OC)cc1 (stereo not drawn)	-3	-5	0	-3	6	-2	-2	0
COc1ccc(CCNC(=O)Cn2c(=O)c3sccc3n(Cc3cccc(Cl)c3)c2=O)cc1OC	15	26	1	8	-1	10	1	1
CCCN(CC(=O)Nc1ccccc1OC)C(=O)/C=C/c1ccc(F)cc1	-22	-19	-12	-13	-2	-13	-34	-3
O=C(/C=C/c1cn(-c2ccccc2)nc1-c1cc2ccccc2o1)NCc1ccccc1F	-7	-13	9	-5	-10	-2	-8	-11
Cc1onc(-c2ccccc2)c1C(=O)Nc1ccc(CC(=O)O)cc1	20	11	10	8	1	3	5	0
O=C(N[C@@H]1C[C@@H](Oc2cccc(F)c2)[C@H](O)[C@H]1N1CCCC1)c1cnco1	0	-6	2	3	-3	5	0	0
Cc1cc2c(cc1S(=O)(=O)N1CCN(Cc3ccccc3)CC1)OCC(=O)N2	0	-13	-2	-1	2	-6	-1	-3
O=C1[C@@H]2Cc3c([nH]c4ccccc34)C(CCc3ccccc3)N2C(=O)CN1C1CC1 (stereo partly drawn)	-87	-26	-21	-12	-4	-20	-3	0
Cc1cc2ccccc2n1CCNS(=O)(=O)c1ccc([N+](=O)[O-])cc1	-63	17	-135	15	-11	-17	-22	-19
Cc1nc(-c2ncc[nH]2)cc(C2CCN(C(=O)c3scnc3C)CC2)n1	-1	-2	1	-6	4	3	3	-4

New compounds follow:
USP30 block	USP17 inh	USP8 block	USP28 inh	USP10 inh	OTUD3 inh	USP7 inh	molecule	UCHL1 inh
0	0	-60	3	-2	3	0	Cc1cc(=O)n2c(n1)NC(N1CCCCC1)=NC2c1ccccc1 (stereo not drawn)	0
37*	13	13	16	3	14	0	CCC1(c2ccccc2)NC(=O)N(CC(=O)N(c2ccccc2)C(C)C)C1=O (stereo not drawn)	2
-14	-9	0	-10	0	-4	2	Cc1ncc(CO)c2cc(C(=O)Nc3ccc(Cl)cc3)c(=Nc3cccc(F)c3)oc12	-1
-7	-7	-65	-7	2	-41	1	Cc1noc(C)c1CC(=O)N1CCCC(c2ccc3cn[nH]c3n2)C1 (stereo not drawn)	-2
i	-29	-89	-132	-3	-141	-20	COc1ccc(OC)c(NC2=NS(=O)(=O)C(c3cccc(Br)c3)=C2C)c1	-33
.	-110	-48	.	-4	0	-31	CNc1nnc(Cc2csc(N)n2)s1	-24
-15	0	0	3	0	1	1	CCC(=O)N1c2ccccc2NC2=C(C(=O)CC(c3ccco3)C2)C1c1ccc(OC)c(OC)c1 (stereo not drawn)	0
11	2	13	14	3	4	11	COc1cccc(CC(=O)Nc2ccc3nc(C(C)(C)C)[nH]c3c2)c1	3
10	1	-70	1	0	3	6	CC(C)NC(=O)N1CCn2c(nnc2-c2cncc(Br)c2)C1	0
-9	6	49*	-3	3	3	11	NC(=O)c1nc(-c2ccc(OCc3ccccc3)cc2)nc2c1[nH]c(=O)n2-c1ccc2c(c1)OCO2	0
25	-1	-28	12	3	13	4	CNc1scnc1S(=O)(=O)c1ccc(C)cc1	2
i	-142	-206	-255	-7	-120	-154	Cc1ccc2c(c1C)NC(=O)[C@]21[C@@H]2C(=O)N(c3cc(Cl)ccc3Cl)C(=O)[C@@H]2[C@@H]2CCCN21	-157
4	6	-11	4	0	8	0	COc1ccc(NC(=O)CCc2c(C)nn3cnnc3c2C)cc1	-1
7	-5	2	4	1	2	2	COc1cc(C(=O)Nc2cc(S(=O)(=O)N3CCOCC3)ccc2O)cc(OC)c1OC	-1
-5	0	0	-1	2	-3	0	CC(NC(=O)Cc1ccccc1)c1nc(-c2cccnc2)n[nH]1 (stereo not drawn)	-3
-9	14	6	23	3	11	1	FC(F)(F)c1cccc(CSc2cnc3ccccc3n2)c1	5
1	1	1	-7	0	2	1	O=C(O)C1SCCN1C(=O)c1ccc(Cl)cc1 (stereo not drawn)	-1
-16	9	-4	0	-1	-4	7	O=C(NCc1ccco1)c1ccc2ccnc(N3CCN(c4ccccc4)CC3)c2c1	8
-57	-11	-3	-10	-5	-4	-4	CC(=O)c1cccc(NC(=O)Cn2nc(-c3ccccc3)c3cc(Cl)ccc32)c1	-1
18	0	-1	-3	0	-5	0	CCOc1ccc(-n2c(Cc3cc(=O)[nH]c(=O)[nH]3)nnc2SCc2c(F)cccc2Cl)cc1	-1
22	15	46*	7	20	14	16	O=C(Cn1cnc(-c2ccccc2)cc1=O)Nc1ccc(Oc2ccccc2)cc1	3
-23	-10	-13	-16	2	-42	6	COc1ccc(CNc2ncnc3c2[nH]c2ccc(C)cc23)cc1OC	5
-39	-17	-30	10	1	-1	-3	O=C(NCc1ccc(N2CCCC2=O)cc1)c1cnc2ccccc2n1	0
-140	-113	14	-90	1	-29	-7	Cc1ccnc2nc(C(=O)N(CCc3ccccc3)c3nc4ccccc4s3)nn12	4
11	12	21	6	-1	11	6	CCn1nc(C)c(CCNS(=O)(=O)c2ccc(F)c(Cl)c2)c1C	0
-44	0	6	-10	-4	0	2	COc1ccc2c(CC(=O)Nc3ccc(C)c(S(=O)(=O)Nc4ccc(C)cc4C)c3)coc2c1	-1
-1	-4	-4	-15	-3	-13	-4	Cc1ccc(S(=O)(=O)N2CC(C(=O)N3CCOCC3)Oc3ccc(C)cc32)cc1 (stereo not drawn)	-1
.	4	-2	.	2	0	1	O=C(CSc1nc2ccccc2[nH]1)NCCc1ccccc1	0
25	7	-10	2	2	-6	1	COc1ccc(Cc2nnc(Nc3cccc(C)c3)[nH]c2=O)cc1OC	-2
14	8	-22	9	6	10	0	COc1ccc(-c2cnc3ncnn3c2N)cc1	-1
20	16	19	12	3	14	3	Cc1cccc(CNS(=O)(=O)c2ccc3c(c2)C(=O)N(C)c2ncccc2O3)c1	0
-9	7	8	5	9	7	4	COc1ccc(OC)c(NS(=O)(=O)c2cc(-c3cnc(C4CC4)o3)ccc2C)c1	7
41*	36*	2	21	-3	19	-121	Cc1ccc2nc(N(CCCN(C)C)C(=O)COc3ccccc3)sc2c1	4
18	16	2	11	1	10	7	Cc1ccc(-c2nnc(NC(=O)CC(C)C)s2)cc1	2
-99	-14	-19	-21	-7	-36	-13	CC(Sc1cccc(NC(=O)c2ccccc2F)c1)C(=O)Nc1ccc(O)c(C(=O)O)c1 (stereo not drawn)	-5
1	3	0	-7	6	-1	-1	CC1CSc2ccc(S(=O)(=O)Nc3cc(F)ccc3F)cc2NC1=O (stereo not drawn)	-1
23	10	16	6	1	11	-7	O=C1COc2nc3cc4c(cc3cc2CN1C1CCCC1)OCO4	1
-15	-11	-7	-5	0	2	1	NC(=O)CN1C(=O)CO[C@H]2CN(Cc3ccc(F)c(F)c3)C[C@H]21	-1
0	6	2	-7	0	-3	3	Cc1noc(C)c1CN1CCN(C(=O)c2cc(F)cc(F)c2)CC1	-4
-17	-7	-2	-7	-2	-11	2	COCc1nn(C)c2c1CN(S(=O)(=O)Cc1ccccc1F)CC2	0
-62	-2	-7	-14	-8	-18	-3	Cc1ccc(C(=O)C(C)OC(=O)c2ccc(Br)cn2)cc1 (stereo not drawn)	-1

2 compounds from above with just USP28 inh, USP10 inh and UCHL1 inh.
mol	USP28 inh	USP10 inh	UCHL1 inh
COCc1nn(C)c2c1CN(S(=O)(=O)Cc1ccccc1F)CC2	-7	-2	0
Cc1ccc(C(=O)C(C)OC(=O)c2ccc(Br)cn2)cc1 (stereo not drawn)	-14	-8	-1

Screens from PubChem BioAssay.
